sEH inh – inhibitors of human soluble epoxide hydrolase; AID 707; 91,000 compounds, 0.34% hits; inhibition, % at 2 µM; recombinant human sEH enzymatic activity assay; P34913; in the data active means inhibition above about 80%; further: values of inactives mirror those of a sister screen read the other way; many of its hits are not listed in these tables
Target sequence (P34913 whole entry, looked up): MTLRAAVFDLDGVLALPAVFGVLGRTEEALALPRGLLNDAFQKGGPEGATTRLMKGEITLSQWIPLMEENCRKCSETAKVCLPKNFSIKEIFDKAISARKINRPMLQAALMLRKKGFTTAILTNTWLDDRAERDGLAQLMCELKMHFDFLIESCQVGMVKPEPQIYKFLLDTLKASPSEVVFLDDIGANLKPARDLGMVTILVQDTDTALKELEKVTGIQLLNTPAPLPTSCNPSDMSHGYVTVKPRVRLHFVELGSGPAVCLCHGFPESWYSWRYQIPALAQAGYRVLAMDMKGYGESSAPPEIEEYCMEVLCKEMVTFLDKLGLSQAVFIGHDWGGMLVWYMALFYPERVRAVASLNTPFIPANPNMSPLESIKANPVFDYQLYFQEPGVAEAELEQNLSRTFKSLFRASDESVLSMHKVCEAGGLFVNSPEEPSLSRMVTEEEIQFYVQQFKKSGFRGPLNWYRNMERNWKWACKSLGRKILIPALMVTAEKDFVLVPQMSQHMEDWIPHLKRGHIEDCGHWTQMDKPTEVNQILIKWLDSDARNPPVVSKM
sEH activator – activators of human soluble epoxide hydrolase. P34913. purified human sEH enzymatic activity, activator screen. activation, % at 2 µM. 91,000 compounds, 0.04% hits. AID 717; in the data active means activation above about 37%; further: values of inactives mirror those of a sister screen read the other way
PLAP act – human PLAP activation; P05187; purified PLAP enzyme, luminescent substrate read-out; hits give high values; activation fold at 20 µM; 96,000 compounds, 1.2% hits; in the data active means activation fold above about 2
CD11b adhes inh – blocks human CD11b/CD18 adhesion to fibrinogen; 93,000 compounds, 0.54% hits; AID 1497; inhibition, % at 10 µM; K562 CD11b/CD18 adhesion to fibrinogen, ATPlite luminescence; Mn2+ added to activate the integrin; P05107+P11215;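 active means primary inhibition of 50% or more at 10 µM, then 40% or more on retest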; further: some results filed as inactive read as strong as hits
PostGolgi ctrl – growth of the yeast control strain, post-Golgi counter-screen | AID 738 | efflux-deficient yeast background strain, growth absorbance A615, 16 h | inhibition, % at 10 µM | 98,000 compounds, 5% hits
S1P2 blocker – antagonists of human S1P2 receptor; O95136; cell-based S1P2 antagonist assay, inhibition at 5 uM; inhibition, % at 5 µM; 97,000 compounds, 0.21% hits; AID 736; in the data active means inhibition above about 45%;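 further: CRE beta-lactamase reporter cells expressing human S1P2 stimulated with S1P; 0% = agonist at EC80 alone and 100% = agonist plus reference antagonist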
Target sequence (O95136 whole entry, looked up): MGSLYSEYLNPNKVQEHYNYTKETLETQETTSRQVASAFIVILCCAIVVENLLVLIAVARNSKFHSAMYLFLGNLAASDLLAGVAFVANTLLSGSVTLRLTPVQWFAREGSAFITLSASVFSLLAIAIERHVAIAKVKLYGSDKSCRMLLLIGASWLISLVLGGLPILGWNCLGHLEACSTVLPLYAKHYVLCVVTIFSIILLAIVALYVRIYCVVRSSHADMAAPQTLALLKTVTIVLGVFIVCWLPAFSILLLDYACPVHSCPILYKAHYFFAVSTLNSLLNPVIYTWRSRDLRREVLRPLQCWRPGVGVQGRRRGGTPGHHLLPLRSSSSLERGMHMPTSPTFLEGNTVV
PostGolgi yeast – growth inhibition of a yeast mutant, post-Golgi transport screen. post-Golgi transport phenotypic cell assay. inhibition, % at 10 µM. 98,000 compounds, 0.9% hits;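 further: yeast cells grown in 1536-well plates; yeast grown about 18 h at 30C before absorbance read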
E coli WT exp – blocks growth of wild type E. coli BW25113; 98,000 compounds, 0.15% hits; growth inhibition, % at 100 µM; OD600 absorbance;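 active means growth inhibition above about 50% at one test dose, limit read from the data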;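 further: growth measured after 20 h incubation at 37 °C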
S1P2 ag – S1P2 (human) receptor agonism; O95136; activation, % at 4.5 µM; S1P2-expressing cell line, agonist reporter read-out; 97,000 compounds, 0.46% hits; in the data active means activation above about 16%;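 further: 0% = vehicle low control and 100% = maximal reference agonist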
An asterisk follows results filed as active; · = not tested or not shown. Unless noted, no stated cut-off is given here; in the data, active means inhibition above about 30%; inactive means the rest. Random draw from the library. Share with any hit: about 7.1%.

entry	Molecule	sEH inh	sEH activator	PLAP act	CD11b adhes inh	PostGolgi ctrl
1	Cc1onc(-c2ccccc2)c1C(=O)Nc1nc(-c2ccc(F)c(F)c2)cs1	7	-5	1.1	10	10
2	CC1CCCC(C)N1C(=O)CSc1nc(N)c(-c2ccccc2)c(=O)[nH]1 (stereo not drawn)	-7	1	1.1	12	5
3	Nc1nc(N)c2sc3nc(C(F)(F)F)cc(C(F)(F)F)c3c2n1	-3	6	·	·	·
4	Cc1cc(=O)n2nc(N3CCCC3C(=O)NCc3ccccn3)sc2n1 (stereo not drawn)	·	·	1	-3	1
5	COc1ccc(NC(=O)CSc2nnc(CNC(=O)c3ccco3)o2)c(OC)c1	-21	23	0.9	2	9
6	CNC(=O)CSc1nnnn1-c1cc(C)ccc1C	-5	11	·	·	·
7	COc1ccccc1-n1c(=O)[nH]c2c(C(N)=O)nc(CC(C)C)nc21	·	·	1.5	6	4
8	CCCN(CCC)c1nc2ccccc2n2c(C)nnc12	-2	5	1.5	7	45*
9	CCN(CC)S(=O)(=O)c1ccc(-c2nnc(SCC(=O)N3CCOCC3)o2)cc1	-10	14	1.6	7	0
10	O=C(COC(=O)Cn1cnc2ccccc21)NCCC1=CCCCC1	·	·	0.9	-8	-6

entry	S1P2 blocker	PostGolgi yeast	E coli WT exp	S1P2 ag
1	10	7	5	-11
2	7	-6	-9	-5
3	-38	·	·	14
4	·	6	-4	·
5	-15	-7	-5	0
6	-8	·	·	-3
7	-9	-4	0	-5
8	-24	10	0	2
9	10	-4	-12	0
10	·	1	2	·

The results go on.
entry	Molecule	sEH inh	sEH activator	PLAP act	CD11b adhes inh	PostGolgi ctrl
11	OCC1CCCN(Cc2ccc(-c3ccccc3)cc2)C1 (stereo not drawn)	-10	12	1.3	·	13
12	Cc1cc(C(=O)COC(=O)CCC(=O)c2ccc3c(c2)OCCO3)c(C)n1Cc1ccco1	-1	5	1.4	2	12
13	CCN=C(NCC)SC1CC(=O)N(c2ccccc2)C1=O (stereo not drawn)	-1	1	1.1	-9	2
14	O=c1cc2c(n[nH]1)CCCC2	12	-11	1.1	-15	-6
15	COc1ccc(CC(=O)Nc2cc(C)on2)cc1	-2	1	0.8	-28	2
16	O=C(CN1CCCCCC1)Nc1ccc(F)c(F)c1	2	3	·	·	·
17	O=C(Nc1ccc(N2CCCC(O)C2)cc1)c1snc2c(=O)[nH]cnc12 (stereo not drawn)	1	0	1.1	15	2
18	COc1ccc(S(=O)(=O)N(CC(=O)N2CCN(C)CC2)C2CCCCC2)cc1OC	-3	4	1.7	-1	-1
19	Cn1c(=O)c2c(nc(NCC3CCCO3)n2Cc2ccccc2)n(C)c1=O (stereo not drawn)	3	-1	·	·	·
20	CCOC(=S)NC(=O)c1sc2ccccc2c1Cl	1	-3	1	·	0

entry	S1P2 blocker	PostGolgi yeast	E coli WT exp	S1P2 ag
11	7	23	-1	-4
12	3	-1	-17	-5
13	4	-3	-18	2
14	18	14	-3	-6
15	4	-2	4	-6
16	-20	·	·	0
17	0	3	-7	-3
18	3	2	9	-7
19	5	·	·	-5
20	7	-8	-11	-6

Copied from the results shown for reference:
entry	Molecule	sEH inh	sEH activator	PLAP act	CD11b adhes inh	PostGolgi ctrl
8	CCCN(CCC)c1nc2ccccc2n2c(C)nnc12	-2	5	1.5	7	45*
9	CCN(CC)S(=O)(=O)c1ccc(-c2nnc(SCC(=O)N3CCOCC3)o2)cc1	-10	14	1.6	7	0
10	O=C(COC(=O)Cn1cnc2ccccc21)NCCC1=CCCCC1	·	·	0.9	-8	-6
11	OCC1CCCN(Cc2ccc(-c3ccccc3)cc2)C1 (stereo not drawn)	-10	12	1.3	·	13
12	Cc1cc(C(=O)COC(=O)CCC(=O)c2ccc3c(c2)OCCO3)c(C)n1Cc1ccco1	-1	5	1.4	2	12
13	CCN=C(NCC)SC1CC(=O)N(c2ccccc2)C1=O (stereo not drawn)	-1	1	1.1	-9	2
14	O=c1cc2c(n[nH]1)CCCC2	12	-11	1.1	-15	-6
15	COc1ccc(CC(=O)Nc2cc(C)on2)cc1	-2	1	0.8	-28	2
16	O=C(CN1CCCCCC1)Nc1ccc(F)c(F)c1	2	3	·	·	·
17	O=C(Nc1ccc(N2CCCC(O)C2)cc1)c1snc2c(=O)[nH]cnc12 (stereo not drawn)	1	0	1.1	15	2

entry	S1P2 blocker	PostGolgi yeast	E coli WT exp	S1P2 ag
8	-24	10	0	2
9	10	-4	-12	0
10	·	1	2	·
11	7	23	-1	-4
12	3	-1	-17	-5
13	4	-3	-18	2
14	18	14	-3	-6
15	4	-2	4	-6
16	-20	·	·	0
17	0	3	-7	-3

The list continues:
entry	Molecule	sEH inh	sEH activator	PLAP act	CD11b adhes inh	PostGolgi ctrl
21	CCOc1ccc(NC(=O)CSc2nnc(-c3ccccn3)n2C)cc1	6	-5	0.9	-1	2
22	Cc1ccc(CSc2nnc(-c3ccc(S(=O)(=O)N4CCCC4)cc3)o2)cc1	3	-3	0.8	-6	5
23	COc1ccc(Nc2nc(C)nc3c2nnn3Cc2ccccc2)cc1OC	27	-24	·	·	·
24	CCOP(=O)(OCC)c1nc(/C=C/c2ccccc2)oc1NCc1ccc(OC)cc1	-30	33	1.6	-34	6
25	O=C(CSc1nc2ccsc2c(=O)n1Cc1ccccc1)NCc1ccco1	·	·	1	5	2
26	CCc1nc(N2CCCCC2)c2oc3ccccc3c2n1	8	-6	1.4	14	21
27	Cc1ccccc1NS(=O)(=O)c1cc(S(C)(=O)=O)ccc1Cl	4	-4	1.1	·	10
28	CCSCc1nnc(SCC(=O)Nc2nc3ccccc3s2)n1C	4	-4	0.8	-8	36*
29	O=C(NCCCN1CCN(c2cccc(Cl)c2)CC1)C1CCC(=O)N1Cc1ccccc1Cl (stereo not drawn)	52	-54	1.6	10	-2
30	COc1ccc(OC)c(NC(=O)CCNS(=O)(=O)c2cccs2)c1	0	2	·	·	·

entry	S1P2 blocker	PostGolgi yeast	E coli WT exp	S1P2 ag
21	20	-2	3	-6
22	7	-2	-14	-2
23	-2	·	·	-5
24	-1	0	-12	11
25	10	0	-9	-9
26	-34	-1	-6	4
27	22	-4	-1	-3
28	0	7	-1	-10
29	-1	-5	12	-6
30	4	·	·	-10

Additional results follow.
entry	Molecule	sEH inh	sEH activator	PLAP act	CD11b adhes inh	PostGolgi ctrl
31	C=C(C)CSc1nnc2n(N)c(=O)c3ccccc3n12	3	-1	0.9	-38	19
32	CCOC(=O)C(C)N1N=C(/C=C/c2ccc(C)cc2)CCC1=O (stereo not drawn)	-34	35	1.6	8	11
33	CC(C)Oc1ccc(/C(O)=C2/C(=O)C(=O)N(CCN(C)C)C2c2ccco2)cc1 (stereo not drawn)	2	0	1.2	-13	2
34	CCOC(=O)C1=C(C)N(C)C(C)=C(C(=O)OCC)C1c1ccccn1	-5	3	1.5	-46	21
35	CCc1nnc(NS(=O)(=O)c2ccc(NS(=O)(=O)c3ccccc3)cc2)s1	-3	2	1	-12	-1
36	Cc1nnc(C)n1/N=C/C=C/c1ccccc1	10	-7	1	3	0
37	CCN(CC)c1ccc(NC(=O)C2CCCN(S(=O)(=O)c3cnc[nH]3)C2)c(C)c1 (stereo not drawn)	·	·	1.6	-4	15
38	COc1ccc(-c2c(C)oc3ccc(C)cc23)cc1	-2	2	0.9	1	8
39	CCCCS(=O)(=O)C(=C1Nc2ccccc2N1)S(=O)(=O)CCCC	4	-5	1.1	·	30*
40	O=C(c1ccc(Cn2c(=O)[nH]c3ccccc3c2=O)cc1)N1CCN(c2ccccn2)CC1	·	·	1.4	-4	10

entry	S1P2 blocker	PostGolgi yeast	E coli WT exp	S1P2 ag
31	-33	4	2	3
32	20	1	15	-1
33	8	41*	-1	-5
34	-1	1	-11	-4
35	15	16	1	-10
36	-11	0	4	-4
37	-15	-8	8	-4
38	-15	3	4	-6
39	0	12	-3	-3
40	·	-2	-6	·

(further entries)
entry	Molecule	sEH inh	sEH activator	PLAP act	CD11b adhes inh	PostGolgi ctrl
41	O=C(NCC1CCCO1)C1CCCN(Cc2cnn(-c3ccccc3)c2-n2cccc2)C1 (stereo not drawn)	9	-9	1.6	·	-2
42	COC(=O)c1ccc(CSc2nc3c(c(=O)n2-c2ccc(F)cc2)SCC3)o1	4	-4	·	·	·
43	Cc1nnc(SCc2cc(=O)[nH]c(Nc3nc(C)c4ccccc4n3)n2)s1	12	-15	·	·	·
44	Cc1ccnc(NS(=O)(=O)c2cccs2)c1	-2	5	0.9	-1	6
45	O=C(NCCSCc1ccccc1)c1cc(S(=O)(=O)N2CCOCC2)ccc1F	·	·	1.4	-4	1
46	C=CCSC1=N/C(=C\c2ccsc2)C(=O)S1	·	·	1.1	14	1
47	CCOC(=O)c1c(N)c(C#N)c2n1CCCC2	-3	2	1.1	0	5
48	CC(C)n1c2ccccc2c2nnc(SCC(=O)OCN3C(=O)c4ccccc4C3=O)nc21	10	-10	1.1	1	18
49	CCCOc1ccc(C2C(C#N)=C(N)Oc3nc[nH]c(=O)c32)cc1OC (stereo not drawn)	4	-6	0.9	-4	8
50	Cc1n[nH]c(C)c1S(=O)(=O)N1CCOCC1	·	·	1	·	2

entry	S1P2 blocker	PostGolgi yeast	E coli WT exp	S1P2 ag
41	4	-1	9	-4
42	1	·	·	0
43	-1	·	·	-5
44	2	2	2	1
45	·	-3	-2	·
46	16	0	8	-4
47	-1	-5	1	-7
48	3	2	2	-9
49	15	-8	4	1
50	-24	-6	-1	-4

New compounds follow
entry	Molecule	sEH inh	sEH activator	PLAP act	CD11b adhes inh	PostGolgi ctrl
51	Cc1ccc(C)c(S(=O)(=O)C(C#N)c2nc3ccccc3nc2N2CCCC2)c1 (stereo not drawn)	-7	6	1.2	18	6
52	Cc1nccn1CCc1nc(N)nc(N)n1	8	-10	1	-63	2
53	CN1CCCC(OC(=O)c2cc(Br)ccc2Cl)C1 (stereo not drawn)	·	·	1	14	0
54	CC(NC(=O)Nc1cccc([N+](=O)[O-])c1)(C(F)(F)F)C(F)(F)F	2	1	0.9	26	12
55	Cc1cc(NCCCn2ccnc2)n2nc(C)c(-c3ccccc3)c2n1	4	-5	1.6	2	12
56	O=C(N/C(=C/c1ccco1)C(=O)N1CCCCCC1)c1cccs1	2	1	1	·	2
57	N#CC(c1ccc(Cl)nn1)c1ccccc1Cl (stereo not drawn)	-2	1	1.1	-4	8
58	COc1ccc(C2C(C#N)=C(C)NC3=C2C(=O)c2ccccc23)cc1 (stereo not drawn)	·	·	1.1	-10	4
59	CCCc1nnc(SCC(=O)N2CCCC(C)C2)n1CCCOC (stereo not drawn)	-7	7	1.1	-14	-6
60	COC(=O)c1ccccc1NC(=O)c1c(O)c2c([nH]c1=O)CCCC2	·	·	0.8	-8	6

entry	S1P2 blocker	PostGolgi yeast	E coli WT exp	S1P2 ag
51	5	-5	-6	-4
52	7	-5	3	-6
53	·	-11	10	·
54	-9	2	35	1
55	7	3	-5	-7
56	-7	0	5	0
57	-17	-3	-4	-1
58	3	25	-9	-4
59	27	4	-3	-7
60	·	-8	-15	·

Further records
entry	Molecule	sEH inh	sEH activator	PLAP act	CD11b adhes inh	PostGolgi ctrl
61	Cn1nc(C(F)(F)F)cc1C(=O)NC1CCCCCC1	18	-12	0.9	·	12
62	Fc1ccc(NC(=S)N2N=CCC2c2ccccc2)cc1 (stereo not drawn)	5	-2	1.3	-14	7
63	O=C1C2ON(c3ccccc3)C(c3cccnc3)C2C(=O)N1c1ccc(Cl)c(Cl)c1 (stereo not drawn)	2	-2	1.3	2	6
64	CCOc1ccc(C2c3c(oc4ccccc4c3=O)C(=O)N2CCCN2CCOCC2)cc1 (stereo not drawn)	-5	6	1.4	-5	1
65	CCOC(=O)C1CCN(C(=O)/C=C/c2ccccc2OC)CC1	-3	1	0.8	-2	7
66	O=C(c1cccs1)N(Cc1ccco1)Cc1cc2ccccc2[nH]c1=O	·	·	0.8	3	6

entry	S1P2 blocker	PostGolgi yeast	E coli WT exp	S1P2 ag
61	-4	-1	4	-7
62	1	-13	-1	-6
63	-13	11	3	-4
64	13	1	0	-3
65	6	7	-4	1
66	·	-5	4	·

Assay outcomes: PubChem BioAssay, several laboratories
